Assay outcomes from PubChem.
OX1R antag-1: OX1R (human) antagonism | O43613 | OX1R-expressing cells, FRET antagonist read-out | inhibition, % at 6.6 µM | 330,000 compounds, 1.8% hits | AID 485270; in the data active = inhibition mostly above about 38%, no sharp cut-off; inactive = mostly below about 40%;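 also: 0% = agonist challenge alone and 100% = reference antagonist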
Target sequence (O43613 whole entry, looked up): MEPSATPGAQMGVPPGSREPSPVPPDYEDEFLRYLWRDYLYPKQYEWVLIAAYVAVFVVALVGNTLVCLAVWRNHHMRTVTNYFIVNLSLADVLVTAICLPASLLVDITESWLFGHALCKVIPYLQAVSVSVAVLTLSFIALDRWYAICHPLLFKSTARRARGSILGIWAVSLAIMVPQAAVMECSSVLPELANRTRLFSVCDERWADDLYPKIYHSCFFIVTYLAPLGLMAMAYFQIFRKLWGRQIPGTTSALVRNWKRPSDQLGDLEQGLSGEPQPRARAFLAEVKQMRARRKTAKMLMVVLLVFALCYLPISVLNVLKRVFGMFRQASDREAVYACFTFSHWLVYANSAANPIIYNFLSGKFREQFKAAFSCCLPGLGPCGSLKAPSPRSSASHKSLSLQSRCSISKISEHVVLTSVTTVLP
OX1R antag-2: antagonists of human orexin 1 receptor; O43613; AID 434989; 330,000 compounds, 0.43% hits; CHO/OX1R cells, Fluo-8 calcium fluorescence, orexin A; inhibition, % at 5 µM;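 active = inhibition above its plate's threshold, mean inhibition of all tested compounds on the plate plus 3 SD, cut at about 37% in these data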;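 also: 0% = orexin A challenge wells and 100% = SB-334867-A antagonist wells; not every result past the cut was called active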
* marks the source's active call; other numbers are inactive results; & = joins results of further samples. The list is partial. The share of hits here may be higher or lower than overall.

SMILES	OX1R antag-1	OX1R antag-2
CCc1c2c(nc3ccc(OC(=O)N4CCC(N5CCCCC5)CC4)cc13)-c1cc3c(c(=O)n1C2)COC(=O)[C@]3(O)CC	53.3*	-24.6
O=c1ccn([C@H]2C[C@H](O)[C@@H](CO)O2)c(=O)[nH]1	-0.8	-1.0
Cn1c(=O)c2c(ncn2CCO)n(C)c1=O	7.5	-1.0
O=C(O)/C=C/c1ccc(O)cc1	10.3	-0.2
COc1cc2nc(N3CCN(C(=O)[C@H]4COc5ccccc5O4)CC3)nc(N)c2cc1OC	16.2	-19.8
COc1ccc(CN2CCN(C(c3ccc(F)cc3)c3ccc(F)cc3)CC2)c(OC)c1OC	11.3	-38.0
O=C(Nc1ccc(C(=O)O)c(O)c1)c1ccccc1	-5.4	-13.3
CCCCCCc1ccc(O)cc1O	4.0	7.6
CC(=O)Nc1ccccc1	1.0	-14.9
COC(c1ccccc1)(c1ccccc1)C(Oc1nc(C)cc(C)n1)C(=O)O (stereo unspecified)	18.8	15.1
COc1c(O)cc2c(c1O)[C@@H]1O[C@H](CO)[C@@H](O)[C@H](O)C1OC2=O (stereo partly specified)	13.1	-12.9
COc1ccccc1OCCNCC(O)COc1cccc2[nH]c3ccccc3c12 (stereo unspecified)	59.7*	14.7
Nc1ncnc2nc[nH]c12	12.6&3.1&9.9	13.4&0.0&-11.2
O=C(O)CNC(=O)c1ccccc1	11.9	-9.6
CCC(=O)O[C@]1(C(=O)SCF)[C@H](C)C[C@H]2[C@@H]3C[C@H](F)C4=CC(=O)C=C[C@]4(C)[C@@]3(F)[C@@H](O)C[C@@]21C	8.5	-34.8
CNc1c2c(nn1C)CCCC2	7.4	-1.1
COc1ccc2nc(NC(=O)Nc3ccccc3)sc2c1	30.1	-14.4
NC(N)=NC(=O)Cc1c(Cl)cccc1Cl	16.5	3.9
CC12CCC(=O)C=C1CCC1C2CCC2(C)C1CC[C@]2(O)C(=O)CO (stereo partly specified)	28.2	-6.5
C=C1c2cccc(O)c2C(O)=C2C(=O)[C@]3(O)C(O)=C(C(N)=O)C(=O)[C@@H](N(C)C)[C@@H]3[C@@H](O)[C@H]12	9.6	-6.4
COc1ccc2ccc(=O)oc2c1	12.6	5.6
Cc1cccc(C)c1NC(=O)C1CCCCN1C (stereo unspecified)	12.0	-15.9
Cc1[nH]c2ccccc2c1/C=N/NC(N)=S	-1.3	-1.1
CC[C@]1(O)C[C@@H]2CN(CCc3c([nH]c4ccccc34)[C@@](C(=O)OC)(c3cc4c(cc3OC)N(C)[C@H]3[C@@](O)(C(=O)OC)[C@H](OC(C)=O)[C@]5(CC)C=CCN6CC[C@]43[C@@H]65)C2)C1	23.7	-20.4
CCCCOc1ccc(CC(=O)NO)cc1	3.5	0.0
COc1ccc(/C=C/C(=O)O)cc1	4.3	-7.6
COC(=O)C1=CO[C@@H](OC2OC(CO)C(O)C(O)C2O)[C@@H]2[C@@H](C)[C@@H](O)C[C@H]12 (stereo partly specified)	-1.6	10.1
CCCCC1C(=O)N(c2ccccc2)N(c2ccccc2)C1=O	10.2	-17.7
C/C=C(/C)C(=O)OC1c2c(ccc3ccc(=O)oc23)OC(C)(C)C1OC(=O)/C(C)=C\C (stereo unspecified)	44.2*	22.4
CCCOC(=O)c1ccc(O)cc1	6.2	-6.0

By substructure: the entries above containing a halogen.
SMILES	OX1R antag-1	OX1R antag-2
COc1ccc(CN2CCN(C(c3ccc(F)cc3)c3ccc(F)cc3)CC2)c(OC)c1OC	11.3	-38.0
CCC(=O)O[C@]1(C(=O)SCF)[C@H](C)C[C@H]2[C@@H]3C[C@H](F)C4=CC(=O)C=C[C@]4(C)[C@@]3(F)[C@@H](O)C[C@@]21C	8.5	-34.8
NC(N)=NC(=O)Cc1c(Cl)cccc1Cl	16.5	3.9

Record cards, from the list above. Order of screens: OX1R antag-1 | OX1R antag-2
Record of NC(N)=NC(=O)Cc1c(Cl)cccc1Cl = 16.5 | 3.9
Record of O=C(O)CNC(=O)c1ccccc1 = 11.9 | -9.6
Record of CC(=O)Nc1ccccc1 = 1.0 | -14.9

Other records
SMILES	OX1R antag-1	OX1R antag-2
C/C=C(/C)C(=O)O[C@@H]1c2cc(OC)c(OC)c(OC)c2-c2c(cc3c(c2OC)OCO3)C[C@H](C)[C@]1(C)O	17.5	-16.9
C[C@@H]1C[C@H]2[C@@H]3C[C@H](F)C4=CC(=O)C=C[C@]4(C)[C@@]3(F)[C@@H](O)C[C@]2(C)[C@@]1(O)C(=O)COC(=O)C(C)(C)C	14.9	-20.6
O=c1cc(-c2ccc(O)cc2)oc2cc(O[C@@H]3O[C@H](CO)[C@@H](O)[C@H](O)[C@H]3O[C@@H]3OC[C@](O)(CO)[C@H]3O)cc(O)c12	38.1	-10.3
Cc1cccc2c1NC(=O)/C2=C\C(=O)c1cccs1	19.9	-7.3
COc1ccc(/C=N/NC(=O)c2ccncc2)cc1OC	18.8	-6.4
CN(C)CCOc1ccccc1Cc1ccccc1	12.3	-20.0
COc1cc([C@H]2Oc3cc([C@H]4Oc5cc(O)cc(O)c5C(=O)[C@@H]4O)ccc3O[C@@H]2CO)ccc1O	16.8	1.4
NNC(=O)CP(=O)(c1ccccc1)c1ccccc1	10.3	-21.0
CC(C)(CO)C(O)C(=O)NCCCO (stereo unspecified)	7.6	3.0
CC(=O)Nc1ccc(O)cc1	11.4	-4.5
CCOC(=O)NNc1nncc2ccccc12	15.1	0.6
C[C@H]1c2cccc(O)c2C(O)=C2C(=O)[C@]3(O)C(O)=C(C(N)=O)C(=O)[C@@H](N(C)C)C3[C@@H](O)C21 (stereo partly specified)	10.1	-4.3

Five entries from above, arranged by the value under OX1R antag-2, smallest number first:
structure	OX1R antag-1	OX1R antag-2
C/C=C(/C)C(=O)O[C@@H]1c2cc(OC)c(OC)c(OC)c2-c2c(cc3c(c2OC)OCO3)C[C@H](C)[C@]1(C)O	17.5	-16.9
O=c1cc(-c2ccc(O)cc2)oc2cc(O[C@@H]3O[C@H](CO)[C@@H](O)[C@H](O)[C@H]3O[C@@H]3OC[C@](O)(CO)[C@H]3O)cc(O)c12	38.1	-10.3
COc1ccc(/C=N/NC(=O)c2ccncc2)cc1OC	18.8	-6.4
COc1cc([C@H]2Oc3cc([C@H]4Oc5cc(O)cc(O)c5C(=O)[C@@H]4O)ccc3O[C@@H]2CO)ccc1O	16.8	1.4
CC(C)(CO)C(O)C(=O)NCCCO (stereo unspecified)	7.6	3.0
